Screens as filed in PubChem.
PglD DTNB: inhibitors of Campylobacter jejuni PglD acetyltransferase; purified PglD enzyme, DTNB colorimetric CoA detection; inhibition, % at 12.5 µM; actives 0.098% (n = 360,000); AID 602405; in the data active = inhibition above about 16%, passing the limit was not always enough; note: strong numbers were not always called active
PAX8 inh HTS: inhibitors of PAX8 transcriptional activity in RMG-I cells | actives 1.2% (n = 360,000) | inhibition, % at 12.6 µM | RMG-I TPO-luciferase reporter, SteadyGlo, 24 h | AID 652154;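 active = mean replicate inhibition at least 60% with every replicate also reaching 60%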;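 note: luciferase light reporting Pax8 driven TPO promoter activity; plate controls were median of neutral control wells for no effect and mitoxantrone controls for full effect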
LGR2 inh: Drosophila LGR2 receptor signaling inhibition | inhibition, % at 9.99 µM | actives 0.35% (n = 380,000) | HEK293 LGR2, CRE-luciferase, bursicon-stimulated, 4 h;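 active = drop in luminescence signal, shown as inhibition above about 50% in the replicate tests, limit read from the data, passing the limit was not always enough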;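 note: agonist challenge used bursicon conditioned medium at about half maximal strength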
ERAP1 inh: blocks human ERAP1 aminopeptidase activity; recombinant ERAP1, Leu-AMC fluorescence, 60 min; AID 652197; inhibition, % at 10.7 µM; Q9NZ08; actives 0.15% (n = 340,000);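 active = mean replicate inhibition of at least 30%, or all replicates individually reaching that 30% level; inactive = mean below 30% and not every replicate reaching it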;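 note: 0% = neutral control wells and 100% = L-leucinethiol positive control wells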
FN deposition inh: fibronectin deposition inhibition. AH1F fibroblasts, Alexa488-fibronectin deposition fluorescence, overnight. inhibition, % at 12.6 µM. actives 0.086% (n = 350,000). AID 743247;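 active = mean inhibition across replicates of 30% or more, regardless of how many single replicates reach that level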;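 note: positive control wells lacked labelled fibronectin entirely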
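Schedule: 1 h cell adhesion before compound, then overnight fibronectin incubation; test system: AH1F fibroblast monolayer depositing Alexa488-labelled fibronectin into matrix; quantity: 10000 AH1F cells per well; probe or stimulus: fluorescent fibronectin at 24 nM final; signal: fluorescence, ex 485 nm, em 525 nm; evaluation: percent inhibition as loss of matrix-bound fibronectin fluorescence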
S100A4 MyoIIA: S100A4-myosin IIA interaction inhibition; P26447; S100A4/TAMRA-MyoIIA peptide fluorescence polarization; inhibition, % at 10.7 µM; actives 0.14% (n = 360,000);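 active = mean inhibition of at least 70% across replicates, with every replicate also reaching that level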
Target sequence (P26447 whole entry, looked up): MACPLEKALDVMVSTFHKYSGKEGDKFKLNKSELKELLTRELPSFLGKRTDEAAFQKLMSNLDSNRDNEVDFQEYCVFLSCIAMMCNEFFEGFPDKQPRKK
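Assay system: human S100A4 monomer with TAMRA-labelled myosin IIA peptide / Buffer or medium: Calcium-containing HEPES buffer, pH 7.2 / Reagent: TAMRA-labelled myosin IIA heavy-chain peptide probe, 5 nM / Compound: one dose per compound / Timing: polarization read 5 min after assay mix addition, stable 5–60 min / Benchmarks: neutral control DMSO, positive control TFP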
EWS-Fli inh: inhibitors of EWS/Fli oncoprotein transcriptional activity; A673 NR0B1-luciferase reporter, viability-normalised; inhibition, % at 12.6 µM; actives 0.67% (n = 350,000); AID 651661;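 active = mean inhibition of at least 50% after viability correction, with every replicate also passing that limit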;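 note: firefly luciferase signal divided by Alamar Blue viability fluorescence both relative to DMSO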
PGC1a acetyl inh: modulators of PGC1a acetylation. U2OS PGC1a acetylation, AlphaScreen anti-acetyl-lysine; with virally co-expressed GCN5 acetyltransferase. inhibition, % at 15.6 µM. actives 0.17% (n = 350,000);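 active = every replicate shows inhibition of at least 40%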;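 note: 0% = neutral control wells and 100% = positive control wells; some results beyond the cut were filed as inactive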
An asterisk follows results filed as active; · = no result given.

SMILES,FN deposition inh,LGR2 inh,PglD DTNB,PGC1a acetyl inh,EWS-Fli inh,S100A4 MyoIIA,ERAP1 inh,PAX8 inh HTS
Oc1cccc2ccc(/C=C/c3ccc(Br)s3)nc12,-12,-86,·,0,-48,0,-6,8
C[C@H]1CN([C@@H](C)CO)C(=O)Cc2cc(NS(=O)(=O)c3ccccc3)ccc2O[C@@H]1CN(C)C(=O)Nc1ccccc1,·,7,2,9,-7,7,1,-13
CCOC(=O)N1CCC(N2Cc3cccc(C(=O)Nc4ccc(S(=O)(=O)N(CC)CC)cc4)c3C2=O)CC1,0,-9,-6,2,·,-1,0,0
Cc1cccc(Nc2ccc(C(=O)N3CCOCC3)cn2)c1,2,-45,·,-4,-50,1,-2,-16
Cn1nc(C(F)(F)F)c(-c2ccc(Br)cc2)c1NC(=O)c1cccnc1,-12,1,-8,-33,6,-6,0,3
COc1cccc(N=C2CC(C)(C)CC(=O)/C2=C(/O)c2ccccc2)c1,-6,-13,8,-10,-7,-1,-3,-20
Cc1nccn1CCCNC(=O)C1CCC(=O)N(Cc2ccccc2F)C1 (centres undefined),0,5,-4,6,1,2,-2,2
CO[C@@H]1CN(C)C(=O)c2cc(NC(=O)c3cccc(F)c3)ccc2OC[C@@H](C)NC[C@@H]1C,15,-7,-2,-6,-8,-3,-4,·
O=C(Nc1nc(-c2ccccn2)cs1)c1ccc(F)c(S(=O)(=O)N2CCOCC2)c1,8,15,3,6,8,-2,0,84*
CC(C)(C)c1ccc(C(=O)NCCC(=O)NCc2ccc(F)cc2)cc1,11,-2,6,·,-3,-5,-3,-14
COc1ccccc1N1CCN(CCCNC(=O)Cn2ncc3c([nH]c4ccccc43)c2=O)CC1,-9,-8,1,-6,·,11,-2,14
CCC(=O)N1[C@@H](CO)[C@H](c2ccc(-c3ccc(C#N)cc3)cc2)C12CN(C(C)=O)C2,·,10,·,6,-4,4,1,5
O=C(NCc1ccc(N2CCCC2=O)cc1)C1CCC(=O)N(Cc2ccccc2F)C1 (centres undefined),-2,-5,0,1,·,-9,2,·
CC(C)NC(=O)Nc1ccc2c(c1)C(=O)N([C@H](C)CO)C[C@H](C)[C@@H](CN(C)CC1CC1)OCCCC[C@@H](C)O2,·,-5,4,10,-2,3,1,-17
CC1(C)Cc2c(sc3nc(-c4ccccc4Cl)n(N)c(=O)c23)CO1,·,3,-2,·,·,-3,1,·
CO[C@H]1CN(C)C(=O)c2cc(NC(=O)C3CCC3)ccc2OC[C@@H](C)N(Cc2ccncc2)C[C@@H]1C,-5,-2,-3,-1,-2,·,·,·
Cc1noc(C)c1S(=O)(=O)N(C)C[C@H]1OCCCC[C@@H](C)Oc2ccc(N(C)C)cc2C(=O)N([C@@H](C)CO)C[C@@H]1C,-13,-4,0,11,-7,-1,3,12
Cn1c(Oc2ccc(F)cc2)c(C=O)c2ccccc21,-5,11,·,8,-1,0,-3,2
O=C(Cc1ccncc1)Nc1ccc2c(c1)[C@H]1C[C@@H](CC(=O)N3CCc4ccccc4C3)O[C@H](CO)[C@H]1O2,·,-3,3,-8,15,4,2,-18
Cc1ccccc1-c1nc(CN2CCC(C(=O)NC3CCN(Cc4ccccc4)CC3)CC2)c(C)o1,-18,·,-7,19,7,-10,0,14

The closing 3 entries of the part above lead into the next.
SMILES,FN deposition inh,LGR2 inh,PglD DTNB,PGC1a acetyl inh,EWS-Fli inh,S100A4 MyoIIA,ERAP1 inh,PAX8 inh HTS
Cn1c(Oc2ccc(F)cc2)c(C=O)c2ccccc21,-5,11,·,8,-1,0,-3,2
O=C(Cc1ccncc1)Nc1ccc2c(c1)[C@H]1C[C@@H](CC(=O)N3CCc4ccccc4C3)O[C@H](CO)[C@H]1O2,·,-3,3,-8,15,4,2,-18
Cc1ccccc1-c1nc(CN2CCC(C(=O)NC3CCN(Cc4ccccc4)CC3)CC2)c(C)o1,-18,·,-7,19,7,-10,0,14
NC(=O)c1ccccc1NC(=O)C(c1ccccc1)c1ccccc1,-3,0,·,·,2,4,-1,11
O=C(O)CCCn1cc(NC(=O)c2cccc(F)c2)cn1,-17,-5,·,-3,1,-18,3,8
CC1CCCCN1C(=O)CN1C(=O)CN(C)C(=O)c2ccccc21 (centres undefined),2,·,-5,-5,·,·,·,13
CN(C(=O)COC(=O)c1ccccc1C(=O)c1ccccc1)c1ccccc1,-3,-7,-1,·,3,4,-2,2
O=C1CCC(C(=O)N(CCO)Cc2ccccc2)CN1CC1CCCCC1 (centres undefined),3,2,5,12,5,-5,4,-3
CC(C)c1nc(C(=O)N2CCc3c([nH]c4ccccc34)C2c2ccccn2)cs1 (centres undefined),-15,-9,·,-18,19,5,-1,5
C[C@H](CO)N1C[C@H](C)[C@@H](CN(C)Cc2ccc(C(F)(F)F)cc2)Oc2c(NS(=O)(=O)c3cn(C)cn3)cccc2C1=O,·,-11,-3,4,-1,5,1,-11
O=C(COc1ccc(F)cc1)Nc1nc(-c2cccnc2)cs1,11,-15,0,8,1,-1,0,-10
Cc1cc2ccccc2n1CCNC(=O)C1CCCCC1,-5,10,-14,3,-7,65,7,2
CCOc1ccc(OCC(=O)OCc2csc(CC(=O)Nc3ccccc3C)n2)cc1,2,-8,·,10,-6,4,8,-3
CCOC(=O)N1CCC(NC(=O)c2cc(C(=O)NCC(OC)OC)ccc2CO)CC1,2,·,-1,6,·,·,·,-12
Cc1cccc(C)c1NC(=O)COC(=O)c1cc(=O)[nH]c2ccccc12,1,-22,-2,-6,6,6,3,-6
CCCC(O)C#Cc1cnc2c(c1)C(=O)N([C@H](C)CO)C[C@H](C)[C@H](CN(C)C(=O)Nc1ccc(F)cc1)O2 (some centres undefined),·,17,0,6,-13,6,-3,11
O=S(=O)(NNC(=S)Nc1ccc(S(=O)(=O)Nc2ncccn2)cc1)c1ccc(Br)cc1,·,-8,4,·,·,1,-2,2
CCc1cnc(N2[C@H](C#N)[C@H](c3ccc(-c4cccc(F)c4)cc3)[C@H]2CO)s1,8,-6,-3,-19,5,41,2,13
Cc1ccc(-c2cc(-c3ccccc3)[nH]c(=S)c2C#N)cc1,-5,·,6,5,·,·,·,13
O=C(NCc1ccccc1)C1c2ccccc2OCC(=O)N1Cc1ccc2c(c1)OCO2 (centres undefined),8,15,·,·,3,-3,·,7
CC1(C)NC(=O)N(CCOCCOc2ccc3ccccc3c2Br)C1=O,5,·,-7,0,·,·,·,-32
Cc1c(C)c2cc(Cl)c(OC(C)C(=O)NCCN3CCOCC3)cc2oc1=O (centres undefined),-1,-1,1,-6,·,4,-4,10
COc1cc([N+](=O)[O-])ccc1NC(=O)CSc1nncn1-c1cccnc1,8,5,·,·,-5,-19,2,-16
Cc1ccc(-n2cc(C(=O)c3cc(Cl)ccc3O)cc(C#N)c2=O)cc1,-4,4,-6,·,·,·,·,11
C[C@H](CO)N1C[C@H](C)[C@H](CN(C)C(=O)Nc2ccc(C(F)(F)F)cc2)Oc2ccc(NS(=O)(=O)c3cn(C)cn3)cc2C1=O,-6,1,0,-4,1,41,-1,·
C[C@H](CO)N1C[C@H](C)[C@H](CN(C)S(=O)(=O)c2cn(C)cn2)OCCCC[C@H](C)Oc2ccc(NC(=O)Nc3ccc(F)cc3)cc2C1=O,-13,10,-8,-3,3,-1,2,-6
Cc1ccccc1-c1noc(-c2ccccc2C(=O)NCC2CCCO2)n1 (centres undefined),-4,-11,·,·,-8,-2,2,17
C[C@H](NC(=O)C[C@@H]1C[C@H]2c3cc(NC(=O)c4cccnc4)ccc3O[C@H]2[C@@H](CO)O1)c1ccccc1,·,-10,1,5,5,-4,3,-4
c1cnc2ccc(C(c3nnnn3C3CCCCC3)N3CCN(C4CCCCC4)CC3)cc2c1 (centres undefined),3,·,-3,2,·,·,·,-7
Cc1ccc2nc(-c3ccccc3)c(Cc3cccc(Cl)c3)n2c1,0,-16,-5,2,-53,-8,-2,-117
COCCn1c(SCC(=O)N2CCN(c3ccccc3)CC2)nc2c(c1=O)SC(C)C2 (centres undefined),-1,-7,1,·,4,-1,-3,20
CC(C)(C)NC(=O)C[n+]1ccc(C(N)=O)cc1,-4,-2,-1,·,2,2,3,21
Cc1ccc(CN2C(=O)CCC2(C)C(=O)NCc2cccnc2)cc1 (centres undefined),2,·,-1,5,·,·,·,-9
Cc1cc2occ(CC(=O)N(C)CC(=O)Nc3c(C)cccc3C)c2cc1C,2,-15,1,-3,1,-3,-4,1
CCOC(=O)Cc1cc(=O)n2[nH]c(C)c(-c3ccccc3)c2n1,-5,·,0,-6,·,·,·,9
COc1ccc(NC(=O)N(C)C[C@@H]2Oc3ncc(-c4cccnc4)cc3C(=O)N([C@@H](C)CO)C[C@H]2C)cc1,·,23,1,12,1,7,1,1
Cc1ccc(C(=O)Cn2c(C(=O)OCCO)cc3ccccc32)cc1,-2,15,-3,-65,17,0,2,26
COc1ccc(Cl)cc1S(=O)(=O)NC(C)C(=O)NCc1cccnc1 (centres undefined),4,4,-2,·,8,-1,0,-2
CCOC1=C2[C@@H](CN(S(=O)(=O)c3ccc(C)cc3)[C@H]2c2ccccc2F)[C@H]2C(=O)N(Cc3ccccc3)C(=O)[C@H]2C1,-8,14,4,-5,0,-2,-1,26
O=C1O[C@H](c2ccccc2)[C@H](c2ccccc2)N2[C@H]1[C@@H](C(=O)N1CCCCCCC1)[C@]1(C(=O)Nc3ccc(C#CC4(O)CCCCCC4)cc31)[C@H]2c1ccccc1OCCO,·,·,0,8,6,-7,0,·
Cc1ccccc1NC(=O)c1cc2ccccc2o1,2,-65,-2,·,-92,-7,-3,-95
Cc1ccc(S(=O)(=O)N2CCCCC2CCNC(=O)C(=O)NCC2CCCO2)cc1 (centres undefined),·,-8,-1,9,1,-1,-3,2
Oc1ccc(CN2CCN(c3ccccc3)CC2)c2cccnc12,·,18,4,12,·,-1,0,·
